From PubChem BioAssay
mcGAS MS inh: blocks mouse cGAS cGAMP production | Q8C6L5 | recombinant mouse cGAS, cGAMP by RapidFire MS | inhibition, % at 12.5 µM | 130,000 tested, 0.18% active | AID 1259397;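 active = inhibition of cGAS enzyme activity at or above 60%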;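 note: enzyme stimulated by 45 bp dsDNA with ATP and GTP substrates; cGAMP share of summed cGAMP plus half ATP and half GTP signals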
Target sequence (Q8C6L5 whole entry, looked up): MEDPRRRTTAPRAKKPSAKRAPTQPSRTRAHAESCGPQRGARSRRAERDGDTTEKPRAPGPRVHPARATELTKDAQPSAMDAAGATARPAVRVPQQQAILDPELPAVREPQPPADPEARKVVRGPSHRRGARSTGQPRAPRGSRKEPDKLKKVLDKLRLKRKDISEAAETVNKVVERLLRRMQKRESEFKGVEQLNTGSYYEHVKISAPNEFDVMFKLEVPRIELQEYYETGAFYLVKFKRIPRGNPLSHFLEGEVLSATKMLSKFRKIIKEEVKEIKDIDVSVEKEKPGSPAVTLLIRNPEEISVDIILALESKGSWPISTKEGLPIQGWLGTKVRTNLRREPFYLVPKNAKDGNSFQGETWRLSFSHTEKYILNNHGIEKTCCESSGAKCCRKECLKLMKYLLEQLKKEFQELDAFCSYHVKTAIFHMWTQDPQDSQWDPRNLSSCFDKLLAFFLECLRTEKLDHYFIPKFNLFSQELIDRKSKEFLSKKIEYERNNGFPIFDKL
An asterisk follows results filed as active; & = joins results of further samples.

SMILES,mcGAS MS inh
CCOc1ccc(OCCNS(=O)(=O)c2ccc3c(c2)CC(C)N3C(C)=O)cc1 (stereo not drawn),-2
CCc1cc(CN2CCOc3c(cc(-c4cccs4)cc3OC)C2)[nH]n1,11
CNS(=O)(=O)c1ccc2c(c1)OCCO2,-11
C[C@]12C=CC(=O)C=C1CCC1C2C(=O)C[C@@]2(C)C1CC[C@]2(O)C(=O)CO (stereo partly drawn),-1
CC(c1ccc(C(F)(F)F)cc1)N1CCN(CCS(C)(=O)=O)CC1 (stereo not drawn),-3
Cc1nc(C)c(C(=O)NCc2cccnc2N(C)C2CCCCC2)s1,-8
Cn1c(N2CCOCC2)nc2cc(C(=O)NCC3(O)CCNC3)ccc21 (stereo not drawn),-21
CC1(C(=O)NC2CCc3ccccc32)CCN1Cc1csc2ccccc12 (stereo not drawn),-7
CN=C(NCc1cc(C)no1)N1CC(C)OC(C)C1 (stereo not drawn),-3
COc1ccc(C2CCCN2c2ccc(S(N)(=O)=O)cn2)cc1 (stereo not drawn),5

Going on with the list.
SMILES,mcGAS MS inh
Cc1oc(-c2cccs2)nc1CN1CCOC(Cc2ccccc2)C1 (stereo not drawn),-7
O=C(Nc1ccc2c(c1)C(=O)Nc1ccccc1O2)c1ccccc1,-8
O=C(Oc1c(CN2CCOCC2)cc(Cl)c2cccnc12)c1cccc([N+](=O)[O-])c1,-6
O=C(Nc1ccc(NS(=O)(=O)c2ccc(F)cc2)cc1)c1ccco1,5
Cc1cc(=O)[nH]c(-n2ncc(C(=O)Nc3nnc(C)s3)c2C)n1,3
NC(=O)CSc1ncccc1Nc1ccccn1,-3
CN(c1ccccc1)S(=O)(=O)c1cccc(NC(=O)CCn2c(=O)oc3ccccc32)c1,-4
O=C1CNC(=O)N1CC(O)COC(c1ccc(F)cc1)c1ccc(F)cc1 (stereo not drawn),-5
Cc1cc(Cl)ccc1S(=O)(=O)NCc1ccnc(N(C)C)c1,-7
COC(=O)CN1CCN(c2nccc(CCC(F)(F)F)n2)C(C)C1=O (stereo not drawn),-10

Continued.
SMILES,mcGAS MS inh
c1ccc(OCCN2CCN(c3nc4nonc4nc3NC3CC3)CC2)cc1,-11
Cn1c(N)c(C(=O)CN2CCN(C(=O)c3cccs3)CC2)c(=O)n(C)c1=O,-2
CC(=O)NC(CC(=O)Nc1cc(F)ccc1F)c1ccccc1Cl (stereo not drawn),-2
COc1ccc(CCC(=O)Nc2c(C)nc3ccc(C)cn3c2=O)cc1,-13
CC(=O)N1N=C(c2ccco2)OC1C(=O)N(CCC#N)CC1CCCO1 (stereo not drawn),-13
CN1C(=O)C(CC(=O)NCC2=CCCCC2)N(C)C1=O (stereo not drawn),-12
COC(=O)c1sc(NC(=O)C(C)c2c(C)nn(C)c2C)cc1C (stereo not drawn),-14
CC1(C)CC(=O)C2C(=Nc3ccccc3NC2c2ccc(Cl)c(Cl)c2)C1 (stereo not drawn),-6
O=S(=O)(CC1CCCO1)c1nc2c(n1-c1ccccc1)CCCC2 (stereo not drawn),-23
CC(C)C(=O)N1CCN(C(C)C(=O)Nc2cccc(Cl)c2)CC1 (stereo not drawn),-14

(listing goes on)
SMILES,mcGAS MS inh
CN(C)c1ncccc1CNC(=O)C1(Cn2ccnc2)CC1,-17
CCCCOc1ccc(S(=O)(=O)NC(=O)C2(C)CCN2C(=O)CC2CCCCC2)cc1 (stereo not drawn),-5
COCCOC(=O)Nc1cccc(NC(=O)C2CCOCC2)c1,0
Cc1ccccc1C(C)NC(=O)CN1CCN(c2nccs2)CC1 (stereo not drawn),-14
O=C1CCCC2=C1C(c1ccsc1)CC(=O)N2c1ccccc1C(F)(F)F (stereo not drawn),-5
O=c1ccc(-c2ccncc2)nn1CCNS(=O)(=O)c1cccs1,-9
Cc1onc(-c2ccccc2Cl)c1C(=O)Nc1sc(C)c(C)c1C#N,-6
S=c1[nH]c(CN2CCOCC2)nc2sc3c(c12)CCCC3,-5
CCn1nnc2c(NC3CCCCC3)ncnc21,-11
CCCNC(=O)C1CCCN1c1ncnc2sc(-c3ccccc3)cc12 (stereo not drawn),-2

New compounds follow:
SMILES,mcGAS MS inh
OC(c1nc2ccccc2o1)C(F)(F)F (stereo not drawn),-11
C#CCn1c(=NC(=O)CSCC(=O)Nc2nccs2)sc2ccccc21,-3
CC1COC(c2ccccc2)(c2ccccc2)C1 (stereo not drawn),-31
O=C(O)c1ccc2c(c1)ncn2Cc1cccnc1,-1
COc1nn(C)cc1C(=O)Nc1nnc(-c2cc(C)nn2C)o1,-4
Cc1ccc2cc(CCNC(=O)Cc3cccc4ccccc34)c(=O)[nH]c2c1C,-7
CC1CCN(Cc2nnnn2CC(=O)NCCc2cccc(F)c2)CC1,-2
COc1ccccc1OCCCCOc1ccccc1Cl,-4
CC(Sc1ncccc1Cl)C(=O)Nc1sccc1C#N (stereo not drawn),5
CCC(CC)(NCc1cnc(N2CCCC2)nc1)c1ccc(Cl)cc1,-2

Following part
SMILES,mcGAS MS inh
CN1CCN(C(=O)c2c3c(nc4ccccc24)CCN(C(=O)CCc2ccc4c(c2)OCO4)C3)CC1,-5
CCOc1ccc(CN2CCCn3cccc3C2c2c(F)cccc2F)cc1 (stereo not drawn),-5
Cc1cc(Br)cc(C)c1NC(=O)C1C2C=CC(C3CC23)C1C(=O)O (stereo not drawn),-14
COc1ccc(C(=O)NC(=O)COc2ccc(C#N)cc2Cl)cc1,-1
CS(=O)(=O)NC1=NCN(CCc2ccccc2)CN1,-19
C=CCSc1nnc2c(n1)OC=Nc1ccc(Br)cc1-2,2
CC(C)=N/N=c1\scc(-c2cccc(O)c2)n1C,-9
COC(=O)c1ccc(/C=C/c2cc(C(=O)O)c3ccc(F)cc3n2)o1,-4
CC(=O)c1cc(C(=O)N2CCc3onc(-c4ccc(F)c(F)c4)c3C2)cs1,-5
CCOC(=O)C1=C(C)N(c2ccc3c(c2)OCCO3)C(=S)NC1c1ccc(OC)cc1OC (stereo not drawn),-3

Next section
SMILES,mcGAS MS inh
O=C(CCN1CCCCO1)N1CCOC(Cc2cccc(F)c2)C1 (stereo not drawn),-8
NCC1Cc2c(ccc3cc(-c4ccncc4)ccc23)O1 (stereo not drawn),-4
CCCCOc1ccccc1C1NC(=O)NC(C)=C1C(=O)OCC (stereo not drawn),-11
Cc1cc(C)c(NC(=O)CN(C)C2CC(=O)N(c3ccccc3C)C2=O)c(C)c1 (stereo not drawn),-10
CC(=O)Oc1ccc(Cn2c(C)c(C(=O)NCC(C)C)sc2=O)cc1,-4
C1CCC2(C1)OCC1(CO2)COC2(CCCC2)OC1,8
CCCOc1ccc(C2C(=C(O)c3ccc4c(c3)CC(C)O4)C(=O)C(=O)N2Cc2ccco2)cc1 (stereo not drawn),-9
COc1cccc(C2C3C(=Nc4ncnn42)c2ccccc2OC3c2ccc(OC)c(OC)c2)c1 (stereo not drawn),-3
COC(=O)c1cc(CNC(=O)C2COc3ccccc3C2)ccc1OC (stereo not drawn),1
CC(C)[C@H](NC(=O)Cc1cccc2ccccc12)C(=O)OCC(=O)c1ccc[nH]1,-2

Remaining list, next part:
SMILES,mcGAS MS inh
O=C(NC1CC1)C1CC(=O)N(C2CCCCC2)C1 (stereo not drawn),-10
CC1Sc2ccc(C(=O)N(C)C3CCc4ccccc43)cc2NC1=O (stereo not drawn),-6
CCOC(=O)CCNC(=O)C1=CN2CCN(C)C(=O)N=C2O1,8
COc1ccc(OCCn2c(C3CCCO3)nc3ccccc32)cc1 (stereo not drawn),-7
Cc1cc(C(F)(F)F)nc2snc(Br)c12,8
CCOc1ccc(C2=CSC3=NCCN23)cc1,-4
COc1ccc(C=CC(=O)c2ccc(OC)cc2OC)c(OC)c1,-4
CN(C)S(=O)(=O)c1cccc(C(=O)N2CCCSC2=NCc2ccccc2)c1,-1
CC(C)c1ccc(OCC(=O)N2CCN(C(=O)c3cccs3)CC2)cc1,-1
CCC(=O)NC1CCCN(C(=O)c2ccc3c(c2)C(=O)c2ccccc2-3)C1 (stereo not drawn),-3

Reformatted: results already given.
> CC(=O)NC(CC(=O)Nc1cc(F)ccc1F)c1ccccc1Cl (stereo not drawn)
  mcGAS MS inh: -2
> COc1ccc(CCC(=O)Nc2c(C)nc3ccc(C)cn3c2=O)cc1
  mcGAS MS inh: -13
> CC(=O)N1N=C(c2ccco2)OC1C(=O)N(CCC#N)CC1CCCO1 (stereo not drawn)
  mcGAS MS inh: -13
> CN1C(=O)C(CC(=O)NCC2=CCCCC2)N(C)C1=O (stereo not drawn)
  mcGAS MS inh: -12

(continued)
compound | mcGAS MS inh
O=C(Cn1cnc(-c2ccccc2)cc1=O)NC(c1ccccc1)c1ccccc1 | -6
CC1Oc2ccccc2OC1C(=O)NCc1ccc(S(=O)(=O)N2CCOCC2)cc1 (stereo not drawn) | -1
CCn1c(C)cc(O)c(C(c2ccccc2)N2CCN(CCO)CC2)c1=O (stereo not drawn) | -5
O=C(Cn1c(=O)oc2ccccc21)N1CCCC(c2ccn[nH]2)C1 (stereo not drawn) | -16
Clc1cc2c(cc1-c1nccn1-c1ccc(Oc3nn[nH]n3)cc1)OCO2 | -5
COC(=O)C1CCN(C(c2ccc(C(C)C)cc2)C2Sc3nc(C)nn3C2=O)CC1 (stereo not drawn) | -6
COc1ccc(OC)c(C(=O)C2CC(=O)CO2)c1 (stereo not drawn) | -7
COc1ccc(OC2CCN(C(C)=O)CC2)c(C(=O)N2CCCCC2CCO)c1 (stereo not drawn) | -6
Cn1ccc2c(-c3cc4c(cc3C(N)=O)OCO4)ccnc21 | -4
O=C(NCC1(N2CCOCC2)CCCC1)c1coc(Cn2cnc3ccccc32)n1 | -6
CC1CCc2c(sc3ncnc(N(C)Cc4nc5ccccc5c(=O)[nH]4)c23)C1 (stereo not drawn) | 0
CCCCNC(=O)CSc1nc(-c2ccc(OC)c(OC)c2)cc(C(F)(F)F)n1 | 3
O[C@H]1CN(c2nc(-c3ccccc3)no2)C[C@@H]1N1CCOCC1 | -50
O=C(CN1CCC(N2CCCC2)C1)N1N=C(c2cccs2)CC1c1ccco1 (stereo not drawn) | -15
COCCCNC(=O)C(=O)NCC1CCCO1 (stereo not drawn) | -8
COc1ccc(-c2csc(C(NC(C)=O)c3ccccc3)n2)cn1 (stereo not drawn) | 8
O=C(NCc1ccccc1CN1CCCC1)N1CCc2ccc(F)cc21 | -15
CCN(C(=O)C1CCN(S(=O)(=O)c2ccc(OC)cc2)CC1)C1CCCCC1 | -2
C/C(Cl)=C/Cc1c(C)[nH]c2c(C)cccc2c1=O | -4
NC(=O)NCCCCC(NC(N)=O)C(=O)O (stereo not drawn) | 16

Reprinted at random: 2 records from the list.
compound | mcGAS MS inh
COC(=O)C1CCN(C(c2ccc(C(C)C)cc2)C2Sc3nc(C)nn3C2=O)CC1 (stereo not drawn) | -6
O=C(Cn1cnc(-c2ccccc2)cc1=O)NC(c1ccccc1)c1ccccc1 | -6

Back to the main list with the four entries that preceded the break.
compound | mcGAS MS inh
O=C(NCc1ccccc1CN1CCCC1)N1CCc2ccc(F)cc21 | -15
CCN(C(=O)C1CCN(S(=O)(=O)c2ccc(OC)cc2)CC1)C1CCCCC1 | -2
C/C(Cl)=C/Cc1c(C)[nH]c2c(C)cccc2c1=O | -4
NC(=O)NCCCCC(NC(N)=O)C(=O)O (stereo not drawn) | 16
O=C(Cn1cc(Br)ccc1=O)NCc1nc(-c2ccccc2)cs1 | -24
Cc1ccc(C)c(CN2CCN(c3nc4c(c(=O)[nH]c(=O)n4C)n3Cc3ccccc3F)CC2)c1 | -15
CC(=O)C1=C(C)Nc2ncnn2C1c1ccco1 (stereo not drawn) | -8
CCN(c1ccc(NC(=O)c2ccc(NC(=O)c3ccco3)s2)cc1)C(C)C | -5
CCOC(=O)c1c(Nc2ncnc3sc(C)c(C)c23)sc(C)c1C | -5
CC(C)c1cc(=O)n(CC(=O)N2CCc3ccccc32)cn1 | -7
CC(c1ccc(-c2ccc3sc(N)nc3c2)cc1)N1CCOCC1 (stereo not drawn) | -3
CCc1n[nH]c(=O)n1Cn1c(CC)n[nH]c1=O | -3
CC(=O)c1cc(CN2CCC(n3nccc3NC(=O)Cc3ccccc3)CC2)cs1 | -8&-2
COc1cc(CNC2C3CC4CC(C3)CC2C4)ccc1OCC(N)=O (stereo not drawn) | -4
CC(C)(CNC(=O)c1cc2cccc(F)c2o1)C1CCCCO1 (stereo not drawn) | -12
CC(C)c1cc(=O)n(CC(=O)NCCC(c2ccccc2)c2ccccc2)cn1 | -8
Cc1cccnc1CN1CCN(Cc2sccc2C)CC1 | -50
COCCCNc1oc(-c2cccc(C)c2)nc1S(=O)(=O)c1ccc(F)cc1 | -7
Cc1c(Cl)c(C(=O)N2CCCC3(CC2)CN(C)C(=O)O3)nn1C (stereo not drawn) | -18
COc1nc(OCC#N)nc(N2CCCCC2)n1 | 3
COc1ccc(OCCSC2=NC3CCCCC3N2)cc1 (stereo not drawn) | 0
COc1cccc(C2=N/C(=C\C(C)=C\c3ccccc3)C(=O)O2)c1 | -11
OC1(Cn2ccnc2)CCN(c2nccc(CCC(F)(F)F)n2)CC1 | -12
CN(Cc1n[nH]c2c1CCC2)C(=O)c1cc(COc2cccc(F)c2)[nH]n1 | -7

(listing goes on)
compound | mcGAS MS inh
CC1(Cc2ccc(F)c(Cl)c2)C(=O)Nc2c(Cl)ccc(Cl)c21 (stereo not drawn) | -5
CC1C[N+](=C2C=C(N3CCOCC3)CC(C)(C)C2)CC(C)O1 (stereo not drawn) | -13
COc1cc(NC(=O)CCC2CCCN(C(=O)Cn3cccn3)C2)cc(OC)c1 (stereo not drawn) | 0
O=c1c2cnc(N3CCOCC3)nc2ccn1-c1ccc(Br)cc1 | -7
Cc1ccc(CNC(=O)c2ccc(Br)o2)cc1F | -7
CN1N=C(C(=O)Nc2ccc3c4c(cccc24)CC3)CCC1=O | 1
CCCN(C(=O)C=C1CCC(C)CC1)C1CCS(=O)(=O)C1 (stereo not drawn) | -3
COc1cc(Cn2nc(C)c3cnn(-c4cccc(Cl)c4)c3c2=O)cc(OC)c1 | -9
O=C(CC1CCCC1)NNC(=O)CC12CC3CC(CC(C3)C1)C2 | -5
COc1ccc(S(=O)(=O)Nc2ccc(-c3cn4ccc(C)nc4n3)cc2)cc1 | -25

This is a subset. The share of hits here may be higher or lower than overall.
